XIAP antagonists – small molecules displacing peptide from XIAP – biochemical, IAP family, fluorescence polarization (AID 1018) | XIAP BIR domain, fluorescence polarization peptide displacement; higher % means a stronger effect | displacement, % at 20 µM; hits with a dose series show IC50 in µM | 0.007% of 200,000 active; in the data active means displacement above about 50%; further: a part of the inactive calls stands beside numbers as strong as those of hits
human PMI inhibition – MPI enzyme activity inhibition – biochemical, fluorescence intensity, coupled assay, primary screen (AID 1209); purified PMI enzyme, coupled fluorescence intensity; higher % means a stronger effect; one-dose inhibition, % at 20 µM; IC50 in µM for titrated hits; 0.42% of 190,000 active;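 further: plate controls were DMSO vehicle for no effect and wells lacking substrate for full effect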
PhoP inhibition – inhibitors of PhoP regulon expression, primary screen, Salmonella Typhimurium, GFP reporter (AID 1863); 0.16% of 300,000 active; one-dose inhibition, % at 50 µM; IC50 in µM for titrated hits; S. Typhimurium PhoP-regulated promoter GFP reporter, 4 h; higher % means a stronger effect;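 active means inhibition over 29.93%, a cutoff 3 SD above the screen mean, later confirmed by dose response; inconclusive means inhibition over 29.93% but no dose response follow-up; inactive means inhibition at most 29.93% or unconfirmed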;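 further: 0% = low Mg2+ inducing control and 100% = high Mg2+ repressing control; strong numbers were not always called active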
Myeloid diff 2 – promotes myeloid progenitor differentiation | AID 624256 | calls only at 10 µM | ER-HoxA9 myeloid progenitors, lysozyme-GFP differentiation, flow cytometry | 1% of 360,000 active;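 active means normalized GFP-positive differentiation at or above the plate's own cutoff, the solvent-only control mean plus 3 SD; inconclusive means no clear call, values can overlap the other calls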;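 further: cells exposed to compound for four days before flow analysis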
WT yeast gro inh – growth inhibition of WT yeast, mitochondrial fusion screen; inhibition, % at 10 µM; AID 1362; mitochondrial fusion phenotypic screen, WT strain; 2.1% of 190,000 active; in the data active means inhibition above about 58%; tested in S. cerevisiae
human PMI inhibitors – MPI inhibition at elevated mannose 6-phosphate – biochemical, fluorescence intensity, high mannose 6-phosphate, primary screen (AID 1220) | recombinant PMI enzyme, coupled fluorescence intensity; higher % means a stronger effect | one-dose inhibition, % at 20 µM; IC50 in µM for titrated hits | 0.66% of 190,000 active
SIAH1 antagonists – Siah-1 peptide-binding antagonists, primary screen, biochemical, fluorescence polarization, rhodamine-plectin, uHTS (AID 1817). Siah-1 / rhodamine-plectin peptide fluorescence polarization; higher % means a stronger effect. one-dose displacement, % at 20 µM; IC50 in µM for titrated hits. 0.02% of 290,000 active;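 active means displacement of at least 50% at 20 µM, with a fluorescence ratio check between 0.3 and a set limit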;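 further: plate controls were Siah plus tracer with DMSO for no effect and tracer alone without Siah for full effect; strong numbers were not always called active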
TNAP activators – human TNAP enzyme activators, primary screen, biochemical, luminescent, no phosphate acceptor, uHTS (AID 1001). activation fold at 20 µM, or EC50 in µM where a hit was titrated. 0.03% of 200,000 active. purified TNAP, luminescent activation assay, no phosphate acceptor; higher activation fold means a stronger effect; in the data active means activation fold from about 3, or a potency from the dose series; inactive means the rest, 99 in 100 with activation fold below about 1.6; further: many of its hits are not listed in these tables
RSV antiviral HEp-2 – RSV antiviral activity via CPE protection, HEp-2 cells, primary 10 µM value included (AID 2391) | 0.13% of 310,000 active | one-dose CPE inhibition, % at 10 µM; IC50 in µM for titrated hits | HEp-2 cells, RSV-induced CPE inhibition; higher % means a stronger effect; in the data active means a potency from the dose series; inconclusive means CPE inhibition mostly from about 23% at the one dose, without a potency; inactive means the rest, 99 in 100 with CPE inhibition below about 21%; further: strong numbers were not always called active
WT yeast gro inh mutant strain – further read-out of WT yeast gro inh, marked with its call; inhibition, %; mitochondrial fusion phenotypic screen, mutant strain inhibition
Myeloid diff 2 GFP+ MAC1+ % – recorded beside Myeloid diff 2, whose call it bears; GFP+ MAC1+ double positive, %; measured here: differentiation confirmed by MAC1 staining
Starred values were filed as active, the others as inactive; i = inactive; ? = inconclusive; . = no result given; + = active, no number. Unless noted, no stated cut-off is given here; in the data, active means inhibition above about 50%; inactive means the rest.

SMILES	XIAP antagonists	human PMI inhibition	PhoP inhibition	Myeloid diff 2	Myeloid diff 2 GFP+ MAC1+ %	WT yeast gro inh	WT yeast gro inh mutant strain	human PMI inhibitors	SIAH1 antagonists	TNAP activators	RSV antiviral HEp-2
CC1CCc2cc(F)ccc2N1C(=O)c1cc2nc(-c3ccco3)cc(C(F)(F)F)n2n1 (stereo not given)	-0.9%	1%	-6%	i	0.8	23	10	-12%	1%	1.1	9.5%
Cc1cc(C)n2ncc(C(=O)Nc3cccc(O)c3)c2n1	-6.1%	1%	-1%	i	0.1	5	-11	-1%	6%	1.1	-0.3%
CCOC(=O)c1c(C)n(C)c2ccc(OC)c(NC(=O)CN3CCC4(CC3)OCCO4)c12	-2.9%	-2%	-2%	i	1.1	18	22	2%	-1%	0.9	-0.7%
COc1ccc(-c2cc(C(=O)O)c3sc(N4CCCCC4)nc3n2)cc1OC	-5.2%	8%	4%	i	1.1	-8	-5	19%	5%	1.1	1.4%
COc1ccccc1NC(=O)CSc1nnnn1-c1ccccc1OC	.	.	5%	i	0.5	.	.	.	-1%	.	3.0%
CCN(CC)C(=O)c1ccccc1NC(=O)CN1C(=O)c2ccccc2S1(=O)=O	.	.	-11%	i	0.8	.	.	.	-1%	.	2.3%
COc1cccc(CNc2ncc(-c3ccccc3)n2C)c1	.	.	14%	i	1.3	.	.	.	-5%	.	-0.5%
COc1cnc(NS(=O)(=O)c2ccc(N)cc2)nc1	-5.0%	-1%	-1%	i	5.3	-6	-13	-3%	1%	1.1	-2.2%
O=C1C(C2=NC(c3ccccn3)C3C(=O)N(c4ccc(Cl)cc4Cl)C(=O)C23)=C(O)c2ccccc21 (stereo not given)	.	.	-3%	i	0.5	.	.	.	0%	.	0.9%
Cc1onc(-c2c(Cl)cccc2Cl)c1C(=O)Nc1ccc(N2CCOCC2)cc1	.	.	-6%	i	0.3	.	.	.	-3%	.	0.1%
O=C(Cn1c(=O)oc2ccccc21)Nc1cccc(Cl)c1	.	.	-5%	i	0.3	.	.	.	8%	.	14%
O=S(=O)(Cc1ccccc1)NCCc1ccc(F)cc1	.	.	-4%	i	0.8	.	.	.	2%	.	1.7%
O=c1cc(C(F)(F)F)nc(SCc2cccnc2)[nH]1	.	.	1%	i	3.1	.	.	.	0%	.	0.9%
CCOC(=O)c1c(-c2ccncc2)csc1N	-2.5%	24%	4%	i	0.5	11	7	23%	3%	1.1	1.2%
Cc1cc(C)c2[nH]c(O)c(N=NC(=O)c3cc4c(s3)CCCC4)c2c1	-7.7%	-9%	0%	.	.	8	-1	-8%	4%	1	3.0%
CCOc1ccc(NC(=S)N2C3CCCC2CC(NC(=O)C2CC2)C3)cc1 (stereo not given)	.	.	2%	i	2.8	.	.	.	-8%	.	-1.3%
O=C(NCc1ccc(Cl)cc1Cl)C1CC(=O)N(Cc2ccccc2)C1 (stereo not given)	-4.8%	-4%	2%	i	0.4	0	-1	-7%	4%	1.1	-0.4%
COc1ccc(C2CC(c3cccs3)=NN2C(=O)CCC(=O)O)cc1 (stereo not given)	.	.	-5%	i	0.6	.	.	.	1%	.	2.9%
COc1ccc(C(=O)/C=C2\NCC3c4ccccc4CCN3C2=O)cc1 (stereo not given)	-7.2%	-51%	-5%	i	1.1	1	-1	-140%	-3%	1	3.8%
Cc1[nH]n(-c2ccccc2)c(=O)c1C1(C(F)(F)F)C(=O)N(c2ccccc2)C2=C1C(=O)CC(C)(C)C2 (stereo not given)	-0.8%	2%	-2%	i	0.4	4	-2	4%	0%	1.2	-0.7%
Cc1ccc(-c2noc(CN3CCN(C(c4ccccc4)c4ccccc4)CC3)n2)cc1	-5.9%	15%	-2%	i	2.4	4	-7	15%	4%	1.1	?
CC(NC(=O)NC1CCCCC1)c1ccccc1 (stereo not given)	-3.0%	0%	-13%	i	0.5	-13	-12	-2%	-3%	1.1	1.9%
O=C(O)Cn1c2ccccc2c2n[nH]c(=S)nc21	.	.	3%	i	0.8	.	.	.	-3%	.	2.1%
CN(C)C(=O)CSc1n[nH]c(-c2ccco2)n1	0.6%	-4%	.	i	0.3	-7	-16	1%	0%	0.9	2.4%
CCOC(=O)c1cc(CC)sc1NC(=O)CN1CCN(C(=O)C2CCCO2)CC1 (stereo not given)	.	.	2%	i	6.2	.	.	.	7%	.	3.0%
Next part.
SMILES	XIAP antagonists	human PMI inhibition	PhoP inhibition	Myeloid diff 2	Myeloid diff 2 GFP+ MAC1+ %	WT yeast gro inh	WT yeast gro inh mutant strain	human PMI inhibitors	SIAH1 antagonists	TNAP activators	RSV antiviral HEp-2
CCOCCCNC(=O)CN(Cc1ccc(Cl)cc1)S(C)(=O)=O	-1.5%	1%	-3%	i	0.8	13	9	0%	4%	1.1	-0.2%
Cc1cccc(N2CCN(C(=O)c3ccccc3NC(=O)C3CCCCC3C(=O)O)CC2)c1 (stereo not given)	-4.8%	-8%	-11%	i	1.2	-3	-4	-7%	-4%	0.9	0.6%
OCCCc1ccc(O)c(O)c1	-5.7%	35%	-3%	i	1.7	10	4	23%	0%	1	1.9%
COc1ccccc1OCCNC1CCCC1	-9.2%	4%	13%	i	0.4	5	-8	-5%	4%	1.1	0.7%
O=C(c1ccco1)N1CCN(S(=O)(=O)c2ccc(F)cc2)CC1	-1.5%	13%	-8%	i	0.5	12	18	13%	0%	1	2.9%
Cc1cc2ccccc2c(=O)n1CC(=O)N(C)c1ccc(F)cc1	-2.5%	1%	3%	i	1.3	11	25	4%	-4%	1.1	0.5%
COc1cc(OC)c(NC(=O)CCNC(=O)Cn2ccc3ccccc3c2=O)cc1Cl	-4.7%	-16%	2%	i	1.1	-4	1	-10%	0%	1	1.1%
CCc1ccc2nc(-c3cccc(C)c3)nc(SCC(=O)NCC3CCCO3)c2c1 (stereo not given)	-7.5%	-13%	-3%	i	0.6	4	-6	-8%	4%	1	4.8%
CCCOc1ccc(C(=O)Nc2cc(-c3nn4c(C)nnc4s3)ccc2C)cc1	1.0%	14%	-3%	i	5.0	-9	-7	6%	5%	1.1	-1.1%
OCC[C@@H]1C[C@@H](O)[C@H](O)[C@@]2(Cc3ccccc3CO2)O1	.	.	-5%	i	0.8	.	.	.	6%	.	-0.3%
COc1cc(C2CC(=O)N3CN(Cc4ccccc4)CSC3=C2C#N)ccc1OCc1ccccc1 (stereo not given)	-1.7%	45%	-4%	i	4.3	2	-5	66%*	6%	1.1	0.9%
COc1ccc(NC(=S)Nc2ccc(C)c(S(=O)(=O)N3CCCCC3)c2)cc1	-7.4%	5%	-13%	.	.	-19	20	1%	0%	1.2	1.8%
COc1ccc(OCC(=O)N/N=C(\C)CC(=O)Nc2ccc(NC(C)=O)cc2)cc1	.	.	6%	i	0.5	.	.	.	-1%	.	0.4%
CCN(C(=O)CSc1nnc(C)n1Cc1ccccc1)C1CCS(=O)(=O)C1 (stereo not given)	-1.2%	-33%	2%	.	.	7	2	-9%	4%	1.1	0.7%
CCOc1ccc(-c2noc(CCC(=O)NC3CCCCC3)n2)cc1OC	.	.	-4%	i	0.8	.	.	.	0%	.	0.7%
CCCCCCC1CC(/C(C)=N\NC(N)=O)OC1=O (stereo not given)	-2.2%	1%	-1%	i	0.8	-5	-8	-1%	6%	1.1	1.9%
COC(=O)c1c(NC(=O)C2CC=CCC2C(=O)O)sc2c1CCCCC2 (stereo not given)	.	.	0%	i	0.9	.	.	.	6%	.	0.2%
c1ccc(NC2=Nc3ccccc3CC2)cc1	-10%	6%	8%	+	8.1*	8	2	0%	-4%	1.1	-2.1%
COC(=O)c1sc(SC)c(-c2ccon2)c1C	.	.	-11%	i	0.5	.	.	.	-2%	.	0.5%
Cc1ccc(-c2nc(C=Nc3cccc(C)c3)c(O)o2)cc1	-7.3%	-2%	-9%	i	0.2	2	7	1%	-6%	1	2.7%
CC1(C)CC(=O)C2=C(C1)N(CCN1CCOCC1)C1=C(C(=O)CC(C)(C)C1)C2c1cccc(F)c1	3.9%	2%	3%	i	0.3	-4	-5	3%	2%	1.4	1.4%
COc1cccc(/C=N/NC(=O)CN(CCc2ccccc2)S(=O)(=O)c2ccc(NC(C)=O)cc2)c1	-21%	28%	9%	i	0.1	24	14	18%	4%	1	6.7%
CC(=O)N1N=C(c2ccc(Cl)cc2)OC1(C)C	-36%	15%	6%	i	0.8	8	13	26%	6%	1.1	1.0%
CCN(CC)S(=O)(=O)c1cc(NC(=O)CN2CCN(c3ccccn3)CC2)ccc1C	-2.7%	1%	-6%	i	0.5	-6	-17	-5%	-9%	1.1	2.7%
O=S(=O)(NC1CCSc2ccccc21)c1ccccc1 (stereo not given)	.	.	-13%	i	0.2	.	.	.	0%	.	2.0%
CC1=C(C(=O)OC(C)C)C(c2c(O)ccc3ccccc23)NC(=O)N1 (stereo not given)	-0.7%	4%	0%	i	0.8	-2	-2	11%	5%	1.2	1.2%
COc1ccc(/C=C2\SC(N)=NC2=O)cc1	.	.	-9%	i	0.2	.	.	.	5%	.	3.4%
Cc1cccc(C)c1OCc1cc(C(=O)N2CCN(c3ccc(F)cc3)CC2)no1	.	.	-11%	i	1.6	.	.	.	-2%	.	3.0%
O=C1C2CC=CCC2C(=O)N1Nc1ccccc1 (stereo not given)	-6.6%	-6%	-4%	i	0.3	-4	8	-3%	4%	1	3.4%

An excerpt from above in order of length of the SMILES, descending.
SMILES	XIAP antagonists	human PMI inhibition	PhoP inhibition	Myeloid diff 2	Myeloid diff 2 GFP+ MAC1+ %	WT yeast gro inh	WT yeast gro inh mutant strain	human PMI inhibitors	SIAH1 antagonists	TNAP activators	RSV antiviral HEp-2
Cc1cccc(C)c1OCc1cc(C(=O)N2CCN(c3ccc(F)cc3)CC2)no1	.	.	-11%	i	1.6	.	.	.	-2%	.	3.0%
COC(=O)c1c(NC(=O)C2CC=CCC2C(=O)O)sc2c1CCCCC2 (stereo not given)	.	.	0%	i	0.9	.	.	.	6%	.	0.2%
CCOCCCNC(=O)CN(Cc1ccc(Cl)cc1)S(C)(=O)=O	-1.5%	1%	-3%	i	0.8	13	9	0%	4%	1.1	-0.2%
OCCCc1ccc(O)c(O)c1	-5.7%	35%	-3%	i	1.7	10	4	23%	0%	1	1.9%

Single records, from the list above. Order of screens: XIAP antagonists	human PMI inhibition	PhoP inhibition	Myeloid diff 2	Myeloid diff 2 GFP+ MAC1+ %	WT yeast gro inh	WT yeast gro inh mutant strain	human PMI inhibitors	SIAH1 antagonists	TNAP activators	RSV antiviral HEp-2
CCCCCCC1CC(/C(C)=N\NC(N)=O)OC1=O (stereo not given) in the list: -2.2%	1%	-1%	i	0.8	-5	-8	-1%	6%	1.1	1.9%
CC1(C)CC(=O)C2=C(C1)N(CCN1CCOCC1)C1=C(C(=O)CC(C)(C)C1)C2c1cccc(F)c1 in the list: 3.9%	2%	3%	i	0.3	-4	-5	3%	2%	1.4	1.4%
CCN(C(=O)CSc1nnc(C)n1Cc1ccccc1)C1CCS(=O)(=O)C1 (stereo not given) in the list: -1.2%	-33%	2%	.	.	7	2	-9%	4%	1.1	0.7%

Assay outcomes as filed in PubChem.
